IDE exosite inh: insulin-degrading enzyme (human) exo-site inhibition | P14735 | purified IDE, FL-6b probe fluorescence polarization; hits give low values | z-score at 20 µM | 6.3% of 17,000 active | AID 1259349;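 active means z-score of -3 or lower, meaning strong loss of probe binding signal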;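 further: His-tagged human IDE residues 42-1019 made in E. coli with 30 nM FL-6b probe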
Target sequence (P14735 42-1019 limits assumed): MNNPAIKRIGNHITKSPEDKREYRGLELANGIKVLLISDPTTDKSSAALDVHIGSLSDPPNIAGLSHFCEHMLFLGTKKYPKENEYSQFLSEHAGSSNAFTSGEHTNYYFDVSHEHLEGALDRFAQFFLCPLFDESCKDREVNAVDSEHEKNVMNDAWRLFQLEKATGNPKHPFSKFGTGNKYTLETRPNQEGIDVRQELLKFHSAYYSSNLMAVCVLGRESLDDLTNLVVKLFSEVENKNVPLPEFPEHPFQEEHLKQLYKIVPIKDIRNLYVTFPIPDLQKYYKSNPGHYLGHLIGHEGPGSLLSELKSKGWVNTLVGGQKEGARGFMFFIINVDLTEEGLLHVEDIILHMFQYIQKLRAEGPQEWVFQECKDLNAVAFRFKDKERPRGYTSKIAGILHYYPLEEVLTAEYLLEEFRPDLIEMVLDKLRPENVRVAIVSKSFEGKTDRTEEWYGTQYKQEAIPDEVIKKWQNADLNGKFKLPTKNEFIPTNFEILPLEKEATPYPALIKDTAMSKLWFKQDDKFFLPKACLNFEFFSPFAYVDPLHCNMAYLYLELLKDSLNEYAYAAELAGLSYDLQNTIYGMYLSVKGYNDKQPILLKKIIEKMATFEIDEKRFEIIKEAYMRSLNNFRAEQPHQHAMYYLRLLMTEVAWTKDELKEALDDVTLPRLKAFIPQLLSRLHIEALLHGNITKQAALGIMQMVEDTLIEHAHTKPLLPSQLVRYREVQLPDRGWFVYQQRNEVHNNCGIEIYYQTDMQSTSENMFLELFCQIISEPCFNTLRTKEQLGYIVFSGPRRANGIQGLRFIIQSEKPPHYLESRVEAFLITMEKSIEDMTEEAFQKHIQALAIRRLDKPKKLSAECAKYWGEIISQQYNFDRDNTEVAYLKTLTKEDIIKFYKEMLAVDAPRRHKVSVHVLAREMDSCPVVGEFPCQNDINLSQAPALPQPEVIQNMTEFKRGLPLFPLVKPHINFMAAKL
An asterisk follows results filed as active; & = joins results of further samples. These rows are one share of the data, so the mix of outcomes need not match the whole.

IDE exosite inh,molecule
2.1,O=C(Nc1cccc(F)c1)N1CC(=O)N2[C@H](CO)[C@@H](c3ccc(-c4ccccc4F)cc3)[C@H]2C1
3.1,Fc1cccc(CN2[C@@H]3CNC[C@H]2C3c2ccc(-c3cccnc3)cc2)c1 (some centres not stated)
0.75,O=C(NC[C@@H]1[C@@H](c2ccccc2)[C@H](CO)N1Cc1cccnc1)c1ccccn1
0.24,OC[C@H]1[C@H](c2ccc(C#Cc3ccccc3F)cc2)[C@@H]2CN(CC3CCOCC3)CCCCN12
-14*,COCC(=O)N1CC(=O)N2[C@H](C1)[C@@H](c1ccc(-c3ccccc3C)cc1)[C@@H]2CO
0.31,CO[C@H]1CC[C@@H]2CCN(C)C(=O)[C@H](C)CN(C)C(=O)c3cc(C#N)ccc3OC[C@H]1O2
2.6,CCCC#Cc1ccc([C@H]2[C@H]3CN(C(=O)c4ccccn4)CC(=O)N3[C@H]2CO)cc1
0.0042,C[C@@H]1CCCCO[C@@H](CN(C)C(=O)c2ccncc2)[C@@H](C)CN([C@@H](C)CO)C(=O)c2cc(NS(=O)(=O)c3cccs3)ccc2O1
-0.43,O=C(C[C@H]1CC[C@H]2[C@@H](COC[C@@H](O)CN2Cc2ccc(C(F)(F)F)cc2)O1)N1CCc2ccccc2C1
-5.5*,O=C(CN1CCOCC1)N1CCCCN2[C@H](CO)[C@H](c3ccc(C#Cc4ccccc4F)cc3)[C@H]2C1
1.2,N#C[C@@H]1[C@@H](c2ccccc2-c2cccc(F)c2)[C@@H](CO)N1C(=O)CN1CCOCC1
1.7,N#C[C@H]1[C@H](c2ccccc2)[C@@H](CO)N1C(=O)c1cccnc1
1.5,CCc1nc(N2[C@H](C#N)[C@H](c3ccccc3-c3ccccc3C)[C@H]2CO)sc1C
0.61,CCNC[C@@H]1[C@@H](c2ccc(-c3ccc(F)cc3)cc2)[C@@H](CO)N1C(=O)C1CC1
-5.4*,CN(C)CC(=O)N1[C@H](C#N)[C@@H](c2ccc(/C=C/c3ccccc3)cc2)[C@H]1CO
5,C/C=C/c1ccc([C@@H]2[C@@H](CO)N3C(=O)CN(Cc4ccc(C)cc4)C[C@H]23)cc1
1.8,CN(C)C(=O)c1ccc(-c2ccccc2[C@@H]2[C@@H](C#N)N(C(=O)C3CCCCC3)[C@H]2CO)cc1
2.3,O=C(N[C@H]1CC[C@@H](CCNS(=O)(=O)c2ccc(F)cc2)O[C@@H]1CO)C1CCC1
-1.7,CN(C)C(=O)C[C@@H]1CC[C@@H]2[C@@H](COc3ccc(NC(=O)C4CCCCC4)cc3C(=O)N2C)O1
-1.4,COCC#Cc1ccc([C@H]2[C@H]3CN(C(=O)C4CCCCC4)CC(=O)N3[C@H]2CO)cc1
0.68,COc1cccc(C#Cc2ccc([C@@H]3[C@@H](C#N)N(C(=O)C4CCOCC4)[C@H]3CO)cc2)c1
-2.1,Cc1nn(C)cc1NC(=O)C[C@@H]1CC[C@H]2[C@@H](COc3ccc(NC(=O)c4cccc(F)c4)cc3C(=O)N2C)O1
-0.16,O=C(c1cccc(F)c1)N1CC(=O)N2[C@H](CO)[C@@H](c3ccc(-c4ccccc4)cc3)[C@@H]2C1
-0.99,O=C(Nc1cccc(Cl)c1)N[C@@H]1CC[C@@H](CCn2cc(Cc3ccccc3)nn2)O[C@H]1CO
2.4,CCC(=O)N1[C@H](CN(CC)C(=O)c2ccc(F)cc2)[C@@H](c2ccccc2)[C@@H]1CO
2.6,CC(C)C#Cc1ccc([C@H]2[C@H]3CN(C(=O)c4ccccn4)CC(=O)N3[C@H]2CO)cc1
0.79,CCCC#Cc1ccc([C@H]2[C@@H](CO)N(C(=O)C3CCCCC3)[C@H]2C#N)cc1
0.81,CN(C)C(=O)C[C@H]1CC[C@H]2[C@@H](COC[C@@H](O)CN2S(=O)(=O)c2ccccc2Cl)O1
0.95,CCS(=O)(=O)Nc1ccc2c(c1)C(=O)N(C)[C@H]1CC[C@@H](CC(=O)NCc3ccccc3F)O[C@H]1CO2
1.1,CNC[C@H]1Oc2c(NS(=O)(=O)c3ccc(Cl)cc3)cccc2C(=O)N([C@@H](C)CO)C[C@H]1C

Ordered by number of heavy atoms (highest first): part of the list above.
IDE exosite inh,molecule
0.0042,C[C@@H]1CCCCO[C@@H](CN(C)C(=O)c2ccncc2)[C@@H](C)CN([C@@H](C)CO)C(=O)c2cc(NS(=O)(=O)c3cccs3)ccc2O1
-2.1,Cc1nn(C)cc1NC(=O)C[C@@H]1CC[C@H]2[C@@H](COc3ccc(NC(=O)c4cccc(F)c4)cc3C(=O)N2C)O1
-0.43,O=C(C[C@H]1CC[C@H]2[C@@H](COC[C@@H](O)CN2Cc2ccc(C(F)(F)F)cc2)O1)N1CCc2ccccc2C1
-5.5*,O=C(CN1CCOCC1)N1CCCCN2[C@H](CO)[C@H](c3ccc(C#Cc4ccccc4F)cc3)[C@H]2C1
2.1,O=C(Nc1cccc(F)c1)N1CC(=O)N2[C@H](CO)[C@@H](c3ccc(-c4ccccc4F)cc3)[C@H]2C1
-1.7,CN(C)C(=O)C[C@@H]1CC[C@@H]2[C@@H](COc3ccc(NC(=O)C4CCCCC4)cc3C(=O)N2C)O1
0.68,COc1cccc(C#Cc2ccc([C@@H]3[C@@H](C#N)N(C(=O)C4CCOCC4)[C@H]3CO)cc2)c1
-1.4,COCC#Cc1ccc([C@H]2[C@H]3CN(C(=O)C4CCCCC4)CC(=O)N3[C@H]2CO)cc1
2.4,CCC(=O)N1[C@H](CN(CC)C(=O)c2ccc(F)cc2)[C@@H](c2ccccc2)[C@@H]1CO
2.3,O=C(N[C@H]1CC[C@@H](CCNS(=O)(=O)c2ccc(F)cc2)O[C@@H]1CO)C1CCC1
0.79,CCCC#Cc1ccc([C@H]2[C@@H](CO)N(C(=O)C3CCCCC3)[C@H]2C#N)cc1

(next part)
IDE exosite inh,molecule
0.2,COc1ccc(C(=O)N2C[C@@H]3[C@H](c4ccccc42)[C@H](CO)N3C(=O)Cc2ccccn2)cc1
-1.5,COCC(=O)N(C[C@@H]1[C@@H](c2ccccc2)[C@H](CO)N1C(=O)NC(C)C)C(C)C
-0.59,C[C@@H]1CN([C@@H](C)CO)C(=O)c2cc(NC(=O)Nc3cccc4ccccc34)ccc2O[C@H]1CN(C)S(=O)(=O)c1cccs1
0.77,CS(=O)(=O)N1CC(=O)N2[C@H](C1)[C@H](c1ccc(C#CC3CCCC3)cc1)[C@@H]2CO
2.6,C[C@H](O)C#Cc1ccc([C@H]2[C@@H](CO)N3CCCCN(C(=O)c4ccncc4)C[C@H]23)cc1
1.2,N#C[C@@H]1[C@@H](c2ccc(-c3cccc(F)c3)cc2)[C@H](CO)N1S(=O)(=O)c1cccc(F)c1
0.81,CCc1sc(N2[C@@H](C#N)[C@@H](c3ccccc3-c3ccc(F)cc3)[C@@H]2CO)nc1C
-1.4,CN1CCCCN2[C@H](C1)[C@@H](c1ccc(-c3cccnc3)cc1)[C@@H]2CO
4.1,Cc1ccc(CN2CC(=O)N3[C@H](C2)[C@H](c2ccc(Br)cc2)[C@@H]3CO)cc1
-1.2,COc1ccc2c3c([nH]c2c1)[C@H](CO)N(Cc1ccncc1)CC31CCN(CC2CCOCC2)CC1
0.9,COC(=O)[C@H]1[C@H](CO)[C@H]2Cn3c(ccc(-c4ccncc4)c3=O)[C@H]2N1Cc1ccccc1F
-6*,N#C[C@H]1[C@H](c2ccc(-c3cccc(F)c3)cc2)[C@H](CO)N1C(=O)c1cccnc1
-0.52,CO[C@H]1CN(C)C(=O)c2cc(NS(=O)(=O)c3cn(C)cn3)ccc2OC[C@@H](C)NC[C@@H]1C
0.56,COc1ccc2c3c([nH]c2c1)[C@H](CO)N(S(=O)(=O)c1cn(C)cn1)CC31CCN(CC2CCCCC2)CC1
4.3,COc1ccc(C#Cc2ccc([C@H]3[C@@H](CO)N4C(=O)CN(C(=O)C5CCOCC5)C[C@@H]34)cc2)cc1
0.12,COc1ccc(-c2ccc([C@@H]3[C@@H](CO)N4C(=O)CN(C(=O)C5CCOCC5)C[C@@H]34)cc2)cc1
2.2,N#C[C@@H]1[C@@H](c2ccccc2C2=CCCCC2)[C@@H](CO)N1C(=O)NC1CCCC1
-1.3,CC(C)NC(=O)N1[C@H](CO)[C@H](c2ccccc2-c2ccc(F)cc2)[C@@H]1C#N
3.8,CC(C)CC#Cc1ccc([C@@H]2[C@H]3CN(C(=O)c4cnccn4)CC(=O)N3[C@H]2CO)cc1
-0.56,O=C(CC1CC1)N1CC2(C1)[C@@H](c1ccccc1)[C@H](CO)N2C(=O)c1ccccn1
3.6,O=C(NC[C@@H]1[C@@H](c2ccccc2)[C@@H](CO)N1CC1CCCC1)c1ccccc1
-3.8*,COc1cccc(-c2ccc([C@H]3[C@@H](C#N)N(C(=O)c4ccccn4)[C@H]3CO)cc2)c1
0.24,CO[C@H]1CN(C)C(=O)c2ccc(NC(=O)Nc3ccccc3Cl)cc2OC[C@H](C)NC[C@H]1C
-0.36,COc1cccc(CNC(=O)[C@@H]2[C@@H](CO)[C@@H]3Cn4c(cccc4=O)[C@H]2N3C(=O)C2CCCC2)c1
0.51,C[C@H](CO)N1C[C@H](C)[C@H](CN(C)C(=O)CCCN(C)C)OCCCC[C@H](C)Oc2ccc(NC(=O)Nc3ccc4c(c3)OCO4)cc2C1=O
2.6,O=C(C1CC1)N1CCCCN2[C@H](CO)[C@@H](c3ccc(-c4cccc(F)c4)cc3)[C@H]2C1
-7.5*,Cc1cccc(-c2ccc([C@@H]3[C@H](CO)N4CCCCN(Cc5cncnc5)C[C@@H]34)cc2)c1
-0.059&0.34,O=C(Nc1ccc(F)cc1)N1[C@@H]2CNC[C@H]1C2c1ccc(-c2cccnc2)cc1 (some centres not stated)
-0.39&1,COc1ccccc1NC(=O)N1C[C@@H]2N[C@H](C1)C2c1ccc(/C=C/c2ccccc2)cc1 (some centres not stated)
3.4,O=S(=O)(c1ccc(F)cc1)N1CCCCN2[C@@H](CO)[C@@H](c3ccc(C4=CCCCC4)cc3)[C@@H]2C1
1.6,CC(C)CC#Cc1ccc([C@H]2[C@H]3CN(C(=O)Cc4ccccc4)CC(=O)N3[C@H]2CO)cc1
-0.72,CCC(=O)N1CC2(C1)CN(C(=O)c1cnccn1)[C@H](CO)c1c2c2ccc(OC)cc2n1C
0.46,COc1ccc2c3c([nH]c2c1)[C@H](CO)N(S(=O)(=O)c1ccc(C)cc1)CC31CN(Cc2ccccc2)C1
-2.3,N#C[C@H]1[C@H](c2ccccc2-c2ccccc2F)[C@@H](CO)N1C(=O)C1CCC1
1.7,COc1ccc(-c2ccc([C@H]3[C@H](CO)N4C(=O)CN(C(=O)C5CCCC5)C[C@@H]34)cc2)cc1
-3.4*,N#C[C@H]1[C@@H](c2ccc(C#Cc3ccccc3F)cc2)[C@@H](CO)N1C(=O)C1CC1
2.2,CCc1cnc(N2[C@H](C#N)[C@@H](c3ccc(C#CC(C)C)cc3)[C@@H]2CO)s1
1.9&-0.2,COc1cc(CN2C[C@@H]3N[C@H](C2)C3c2ccc(-c3cncnc3)cc2)cc(OC)c1 (some centres not stated)
0.52,CCC(=O)N1[C@H](CO)[C@H](c2ccc(C3=CCCC3)cc2)[C@H]1CNCC1CCCC1
-1.2,N#C[C@@H]1[C@H](c2ccc(C3=CCCCC3)cc2)[C@@H](CO)N1C(=O)CN1CCOCC1
0.15,O=C(C[C@H]1C[C@H]2c3cc(NC(=O)C4CCOCC4)ccc3O[C@H]2[C@H](CO)O1)NCCN1CCCCC1
-2.7,CCCNC(=O)N1[C@@H](C#N)[C@@H](c2ccc(-c3cccc(OC)c3)cc2)[C@@H]1CO
-0.57,N#C[C@@H]1[C@H](c2ccccc2-c2ccc(F)cc2)[C@@H](CO)N1C(=O)Cc1ccccc1
0.86,COc1ccccc1NC(=O)N1C[C@@H](O)COC[C@@H]2O[C@H](CC(=O)NCCc3ccncc3)CC[C@H]21
0.51,O=C(C[C@@H]1CC[C@@H]2[C@H](COC[C@H](O)CN2Cc2cccc(Cl)c2)O1)NCc1cccc(F)c1
1.1,COCCN(C[C@H]1[C@@H](c2ccccc2)[C@H](CO)N1C(=O)C1CCC1)C(C)=O
3.5,O=S(=O)(c1ccccc1)N1CCCCN2[C@H](C1)[C@H](c1ccc(C#Cc3ccccc3)cc1)[C@@H]2CO
3.7,N#C[C@H]1[C@H](c2ccc(C3=CCCC3)cc2)[C@H](CO)N1c1nc(-c2ccccc2)cs1
5,CN(C)C(=O)c1cccc(-c2ccccc2[C@H]2[C@H](C#N)N(C(=O)C3CC3)[C@H]2CO)c1
-0.25,O=C(CCN1CCCCC1)N[C@H]1CC[C@@H](CC(=O)N2CCC(Cc3ccccc3)CC2)O[C@H]1CO

(further entries)
IDE exosite inh,molecule
2,O=S(=O)(c1ccccc1F)N1[C@@H]2CNC[C@H]1C2c1ccc(-c2cncnc2)cc1 (some centres not stated)
4.3,COCCN(C[C@@H]1[C@H](c2ccccc2)[C@@H](CO)N1C(=O)C1CCC1)C(C)=O
-0.48,COc1ccc2c3c(n(C)c2c1)[C@H](CO)N(S(C)(=O)=O)CC31CCN(C(=O)c2ccccn2)CC1
-1.8,COc1ccccc1NC(=O)N1CC(=O)N2[C@H](C1)[C@H](c1ccc(-c3cccc(C)c3)cc1)[C@@H]2CO
-0.9,CC(C)NC(=O)N1CCCCN2[C@H](CO)[C@@H](c3ccc(C#CC4CC4)cc3)[C@H]2C1
-0.48,C[C@@H]1CN([C@@H](C)CO)C(=O)c2c(c3ccccc3n2C)-c2ccccc2CO[C@H]1CN(C)S(=O)(=O)c1ccc([N+](=O)[O-])cc1
-1.2,COCC(=O)Nc1ccc2c(c1)C(=O)N(C)[C@@H]1CC[C@@H](CC(=O)NCCCN(C)C)O[C@@H]1CO2
0.48,CCS(=O)(=O)N1CC2(C1)CN(S(=O)(=O)c1ccccc1)[C@@H](CO)c1c2c2ccc(OC)cc2n1C
-0.56,COc1ccccc1-c1ccc2c(c1)O[C@@H](CN(C)CC1CCOCC1)[C@H](C)CN([C@@H](C)CO)S2(=O)=O
0.58,CC(C)NC(=O)NCC[C@H]1CC[C@@H](NS(=O)(=O)c2ccc(Oc3ccccc3)cc2)[C@H](CO)O1
-5*,Cc1cccc(-c2ccc([C@@H]3[C@@H](CO)N4CCCCN(Cc5ccncc5)C[C@H]34)cc2)c1

Source: PubChem BioAssay (Broad Institute)
